Screens (PubChem)
NALP1 inh – NALP1 inhibition. inhibition, % at 10 µM. actives 0.61% (n = 280,000). AID 2071. S. cerevisiae NALP1/ASC/caspase-1 growth, X-gal OD620, 72 h; in the data active = inhibition mostly above about 24%, no sharp cut-off; inactive = mostly below about 32%; also: some compounds called inactive have numbers as strong as hits
IDE cell activ – boosts human insulin-degrading enzyme activity in HEK cells | P14735 | FAbeta-B cleavage, fluorescence polarization; 0% vehicle, 100% cell-free pure enzyme wells | activation, % at 5.96 µM | actives 0.073% (n = 340,000) | AID 493087;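 active = activation above the mean of all tested compounds plus 3 SD, set per screening campaign, cut at about 17% in these data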
GPR7 antag – human neuropeptides B/W receptor 1 antagonism. P48145. GPR7-expressing cells, fluorescence antagonist assay. inhibition, % at 4.4 µM. actives 1.1% (n = 290,000). AID 1861; in the data active = inhibition above about 16%, passing the limit was not always enough;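 also: cells stimulated with the agonist NPW; 0% = agonist with vehicle and 100% = vehicle without agonist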
Target sequence (P48145 whole entry, looked up): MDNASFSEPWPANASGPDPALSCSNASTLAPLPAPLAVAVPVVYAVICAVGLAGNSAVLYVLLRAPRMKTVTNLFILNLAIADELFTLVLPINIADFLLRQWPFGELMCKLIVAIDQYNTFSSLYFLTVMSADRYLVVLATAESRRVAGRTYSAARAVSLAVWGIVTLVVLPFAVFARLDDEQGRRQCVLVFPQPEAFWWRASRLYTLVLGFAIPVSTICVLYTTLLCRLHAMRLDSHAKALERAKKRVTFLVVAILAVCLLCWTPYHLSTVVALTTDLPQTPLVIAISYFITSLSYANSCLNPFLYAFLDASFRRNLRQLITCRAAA
IDE inh – cellular human IDE inhibition. P14735. HEK cells, FAbetaB cleavage, fluorescence polarization. inhibition, % at 5.59 µM. actives 0.41% (n = 320,000). AID 434962;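 active = percent inhibition above the average of all tested compounds plus 3 SD, set per screening campaign, cut at about 16% in these data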;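 also: IDE supplied by intact live HEK cells; FP after avidin binding of uncleaved biotin substrate so inhibition keeps polarization high; 0% = DMSO wells and 100% = 60 µM reference IDE inhibitor Ii1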
IMP-1 inh – blocks Pseudomonas aeruginosa IMP-1 metallo-beta-lactamase. purified IMP-1, nitrocefin hydrolysis, epi-absorbance fluorescence. inhibition, % at 5.6 µM. actives 0.45% (n = 290,000). AID 1556;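 active = inhibition above the mean plus 3 SD of all compounds in the same screening run, cut at about 4.5% in these data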;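 also: 0% = IMP-1 with DMSO and 100% = DMSO wells lacking enzyme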
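System – purified recombinant IMP-1 beta-lactamase · Input – IMP-1 dispensed at 0.2 nM · Timing – 15 min preincubation plus 25 min reaction at 25 °C · Signal – Epi-absorbance fluorescence, 480 nm excitation, 530 nm emission · Measure – percent IMP-1 inhibition derived from blank-referenced optical density · Controls – Enzyme-plus-DMSO low control, enzyme-free DMSO high control · Replication – singlicate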
VIM-2 inhibitor – inhibitors of Pseudomonas aeruginosa VIM-2 metallo-beta-lactamase; purified VIM-2, nitrocefin hydrolysis, epi-absorbance fluorescence; inhibition, % at 5.6 µM; actives 0.89% (n = 290,000); AID 1527;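 active = inhibition above the mean of all tested compounds plus 3 SD, cutoff set per screening run, cut at about 7.5% in these data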;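 also: red hydrolysis product quenches plate fluorescence so inhibitors raise well fluorescence; 0% = enzyme with DMSO and 100% = DMSO without enzyme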
PHOSPHO1 inh – inhibitors of human PHOSPHO1 phosphatase | inhibition, % at 13.3 µM | actives 1.1% (n = 290,000) | recombinant PHOSPHO1, absorbance phosphatase assay | Q8TCT1; in the data active = inhibition above about 60%
Target sequence (Q8TCT1 whole entry, looked up): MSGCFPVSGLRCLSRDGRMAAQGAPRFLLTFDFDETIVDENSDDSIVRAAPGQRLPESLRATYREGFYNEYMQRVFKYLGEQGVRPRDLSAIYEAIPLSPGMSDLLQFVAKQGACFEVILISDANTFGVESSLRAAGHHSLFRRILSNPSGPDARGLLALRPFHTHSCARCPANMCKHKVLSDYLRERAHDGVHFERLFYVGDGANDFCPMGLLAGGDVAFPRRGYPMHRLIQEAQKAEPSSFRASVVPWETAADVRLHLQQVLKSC
p-CIP stab down – lowers stability of the mouse p/CIP coactivator protein. AID 1984. actives 0.01% (n = 290,000). F442A p/CIP-EGFP cells, EGFP fluorescence, 16 h. decrease of EGFP signal, % at 10 µM. Q05BA5;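 active = EGFP signal decrease of at least 30% at 10 µM or well 3 SD below plate mean, unless failing retest; inactive = the rest, including hits failing retest or dose response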; also: some compounds called inactive have numbers as strong as hits; many of its hits are not listed in these tables
PfM18AAP inh – blocks P. falciparum M18 aspartyl aminopeptidase. AID 1822. recombinant PfM18AAP, H-Glu-NHMec fluorogenic cleavage. actives 1.2% (n = 290,000). inhibition, % at 7.35 µM;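 active = inhibition above the campaign mean inhibition over all tested compounds plus 3 SD, cut at about 28% in these data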;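 also: 0% = plate median of test compound wells and 100% = 2 mM ZnCl2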
* = called active by the depositor; x = not tested or not shown.

SMILES	NALP1 inh	IDE cell activ	GPR7 antag	IDE inh	IMP-1 inh	VIM-2 inhibitor	PHOSPHO1 inh	p-CIP stab down	PfM18AAP inh
COc1ccc(/C=N/n2cnc3c([nH]c4ccccc43)c2=O)cc1COc1ccccn1	-1	x	-8	3	-0.3	0.1	35	-2	-4
CCOc1cc([C@@H]2C[C@H]3CN(c4ccccc4)C(=O)[C@]34CCCN24)ccc1OC	3	-5	-11	0	-2.2	-1.3	31	-3	-8
COC(=O)CCCC1=CC2=CC(=O)C(C)(OC(=O)CCc3ccccc3)C(=O)C2=CO1 (centres undefined)	2	-2	x	0	x	x	18	-19	x
O=C(N/N=C/c1ccc(-c2cccc(C(F)(F)F)c2)o1)c1ccccc1Br	4	-1	-3	-1	-3.9	-5.0	27	-11	-5
Cc1csc(SCC(=O)Nc2ccccc2)n1	-27	6	4	2	-1.1	-0.5	36	0	0
CCOC(=O)C1(Cc2cccc(Cl)c2)CCCN(C(=O)C(C)(C)C)C1 (centres undefined)	17	2	17	0	0.0	1.1	34	-8	-13
COc1ccc(N2C(=O)CC(Sc3ncccc3C(=O)O)C2=O)cc1 (centres undefined)	2	4	6	-2	-3.0	-0.3	7	-2	1
CCOC(=O)C1(Cc2cccc(OC)c2)CCCN(Cc2cnn(C)c2)C1 (centres undefined)	12	-2	-11	3	-1.9	-2.1	18	3	3
CCOC(=O)c1c[nH]c(=O)c(Br)c1O	17	0	-5	4	-4.1	-2.7	16	0	2
Cc1cnn(-c2cc(N/N=C/c3cccc(F)c3)ncn2)c1	16	4	-9	-5	-3.3	-2.0	-2	20	-11
O=C(NCCc1c[nH]c2ccccc12)/C(=C\c1cccs1)NC(=O)c1ccccc1	30	2	-5	2	-1.4	-0.9	5	-14	-2
C=CCNC(=O)CCCC(=O)NCC=C	4	3	-9	0	-3.3	0.1	14	-18	0
O=C(CCC(=O)N(CC(=O)NC1CCCC1)Cc1cccs1)Nc1nccs1	6	-3	-4	3	-0.6	-4.6	41	-20	3
COc1ccc(/C(O)=C2/C(=O)C(=O)N(CC3CCCO3)C2c2ccc(OC)c(OC)c2)cc1 (centres undefined)	-2	0	-1	4	-1.4	0.0	37	1	9
CCC(C)(C)NC(=O)C(c1cccc(OC)c1OC)N(C(=O)CCC(=O)Nc1cc(C)on1)c1ccc2c(c1)OCCO2 (centres undefined)	15	1	-6	-2	-4.1	-1.9	36	-3	2
Cc1c(NC(=O)CSc2nnnn2-c2ccc(O)cc2)c(=O)n(-c2ccccc2)n1C	5	5	5	5	-3.7	-1.5	-3	3	-1
CS/C(N)=N/S(=O)(=O)c1ccc(NC(C)=O)cc1	5	1	-7	2	-2.7	-2.6	35	3	-1
NC(=O)c1nsc(C(=O)N(CC(=O)NC2CCCC2)Cc2ccc3c(c2)OCO3)c1N	2	2	-5	-2	-3.4	-6.0	43	-7	-7
CS(=O)(=O)N1CCN(CCN2C(=O)c3cccc4cccc(c34)C2=O)CC1	9	3	6	0	-1.3	2.7	39	2	-12
O=C(COc1ccc(S(=O)(=O)N2CCCCC2)cc1)Nc1ccccc1F	16	-8	-3	2	1.0	-0.7	33	4	-1
CCC(C)n1c(SCC(=O)NCc2ccco2)nnc1-c1cccc(S(=O)(=O)N2CCOCC2)c1 (centres undefined)	-5	6	-2	-5	-1.8	-3.9	11	-2	2
CCOc1cccc(SCc2noc(C(=O)NCCOC)c2C(=O)O)c1	-6	1	0	-1	-1.4	0.1	50	-11	-9
Cc1ccc(-c2noc(CNC(=O)c3ccc4c(c3)OCO4)n2)cc1	5	1	1	2	-2.6	-3.2	30	0	1
O=C(NCc1ccco1)C1CC(c2cc(C(F)(F)F)cc(C(F)(F)F)c2)=NO1 (centres undefined)	x	4	x	6	x	x	18	-2	x
CCS(=O)(=O)c1ccc2oc(SCC(=O)Nc3ccc(OC)c(OC)c3)nc2c1	24	-5	2	5	-2.5	-1.9	-1	8	-4

An excerpt from above in order of molecular weight, rising.
SMILES	NALP1 inh	IDE cell activ	GPR7 antag	IDE inh	IMP-1 inh	VIM-2 inhibitor	PHOSPHO1 inh	p-CIP stab down	PfM18AAP inh
C=CCNC(=O)CCCC(=O)NCC=C	4	3	-9	0	-3.3	0.1	14	-18	0
O=C(NCc1ccco1)C1CC(c2cc(C(F)(F)F)cc(C(F)(F)F)c2)=NO1 (centres undefined)	x	4	x	6	x	x	18	-2	x
CCC(C)(C)NC(=O)C(c1cccc(OC)c1OC)N(C(=O)CCC(=O)Nc1cc(C)on1)c1ccc2c(c1)OCCO2 (centres undefined)	15	1	-6	-2	-4.1	-1.9	36	-3	2

(listing goes on)
SMILES	NALP1 inh	IDE cell activ	GPR7 antag	IDE inh	IMP-1 inh	VIM-2 inhibitor	PHOSPHO1 inh	p-CIP stab down	PfM18AAP inh
COc1ccc(N(C(=O)CCC(=O)Nc2cc(C)on2)C(C(=O)NC2CCCC2)c2ccco2)cc1 (centres undefined)	-8	6	-7	2	-2.6	-2.6	28	-6	4
COc1ccc(C(C)=O)cc1CN1C(=O)NC(CC(C)C)C1=O (centres undefined)	-3	3	-11	-1	-2.7	-2.0	21	-22	-1
C1=CC2c3ccccc3NC(c3ccncc3)C2C1 (centres undefined)	4	1	-2	9	-2.1	-0.3	79*	-21	-10
CCOC(=O)c1cnc(SCC(=O)OC)nc1N	7	-2	-10	5	-2.0	-1.8	-2	-4	4
Cc1ccc(C2/C(=C(\O)c3ccc4c(c3)OCCO4)C(=O)C(=O)N2Cc2cccnc2)cc1 (centres undefined)	-7	2	-7	6	-0.8	-4.7	32	-34	12
CCC(=O)N1CCN(c2cc(N3CCN(C)CC3)c(F)cc2[N+](=O)[O-])CC1	32	1	-1	0	-4.1	-0.3	21	8	3
Nn1cc(-c2ccccc2)nc1SCC(=O)NCC1CCCO1 (centres undefined)	26	6	1	2	-3.0	-1.9	-80	-2	3
CC[C@H](C)[C@H](NC(=O)[C@H](Cc1ccc(O)cc1)NC(=O)[C@@H](N)C(C)C)C(=O)N[C@@H](Cc1cnc[nH]1)C(=O)N1CCC[C@H]1C(=O)N[C@@H](Cc1ccccc1)C(=O)O	30	3	-2	-5	-0.6	0.0	-1	-12	-4
CCc1ccc(NC(=O)Cn2c(=O)c3cccn3c3ccccc32)cc1	4	-4	14	-1	-2.3	-4.2	9	-15	-9
CN(CCCCCCN(C)Cc1ccccc1O)Cc1ccccc1O	4	5	-6	2	0.2	0.5	39	0	-1
COc1ccccc1CC(=O)N1CCN(c2ccccc2F)CC1	12	-1	4	1	-0.7	0.1	36	-5	1
Cc1ccc(-c2nn(-c3ccccc3)cc2NC(=O)CCl)cc1	14	-1	-1	-2	2.2	2.1	8	9	23
O=C(Nc1ccncc1)Nc1ccc(F)c(Cl)c1	-3	3	3	5	-2.2	-1.4	10	-7	-11
O=C(CN1C(=O)CCC1=O)Nc1ccc2c3c(cccc13)CC2	9	3	-10	-3	-1.9	-3.4	6	-15	0
Cc1ccc(OC(=O)CCC(=O)Nc2ccc(S(=O)(=O)Nc3cc(C)on3)cc2)cc1	11	1	-5	0	-2.3	-2.6	-17	3	-9
COc1ccc([N+](=O)[O-])cc1NC(=O)c1ccccc1N(C)S(C)(=O)=O	12	0	-18	-1	-2.6	-2.9	-1	1	3
CC(=O)NCCc1ccc(O)cc1	5	6	x	5	x	x	13	-1	x
COc1cc(C(=O)Nc2c(C(=O)O)[nH]c3ccc(C)cc23)cc(OC)c1OC	28	4	35	x	1.2	1.9	-100	-3	-6
O=C(Nc1ccccc1Cl)c1ccc2nsnc2c1	4	2	-9	4	-4.2	-6.5	2	20	1
C/C(=N\NC(=O)c1c(Cl)cnn1C)c1cccc(NC(=O)COc2ccccc2)c1	32	2	17	-1	-3.4	-1.2	0	-7	-9
CCc1nc(SCC(=O)NNC(=O)c2ccc(OC)cc2)c2ccccc2n1	-17	3	9	3	-1.6	-3.6	-6	-2	2
COc1ccccc1CC(NC(C)=O)C(=O)NC1CCN(C(=O)c2ccc(C)cc2)CC1 (centres undefined)	-71	2	-7	0	-3.3	-3.7	17	-4	5
O=[N+]([O-])c1ccc(Oc2cccnc2)nc1	6	3	-11	3	-3.8	-4.6	40	-8	8
COCC(=O)Nc1cc(C)cn(Cc2ccc(F)cc2)c1=O	9	-4	-8	-3	0.9	-1.3	14	-8	-2
Cc1cc(C)c(C)c(S(=O)(=O)NC(C(=O)O)C(C)C)c1C (centres undefined)	0	3	-6	3	-2.8	-5.2	17	2	0

Continuation.
SMILES	NALP1 inh	IDE cell activ	GPR7 antag	IDE inh	IMP-1 inh	VIM-2 inhibitor	PHOSPHO1 inh	p-CIP stab down	PfM18AAP inh
CCCCn1c(NC(=O)c2ccccc2)nc2ccccc21	24	8	-30	-7	-3.7	-5.8	3	4	7
COc1cccc(Oc2ccc(S(=O)(=O)N3CCCC3)cc2[N+](=O)[O-])c1	25	8	31*	2	0.6	-1.3	23	-14	6
COc1ccnc(Oc2ccc(F)cc2)c1C(=O)N/C=N/OCc1c(Cl)cccc1Cl	31	3	-2	2	-2.7	-2.5	7	-8	-2
COc1ccc(N2CCN(C(=O)CSc3nnc(-c4ccco4)n3C)CC2)cc1	2	x	-20	8	-1.9	-4.1	16	0	9
O=C(NNc1ccc(Cl)cc1)c1c(F)cccc1Cl	3	5	-6	-2	-1.5	-1.7	38	-16	31*
O=C(COc1cc2oc(=O)c3c(c2cc1Cl)CCC3)Nc1ccccn1	14	6	-13	1	-0.8	6.4	24	-10	-13
O=C1CSC(=S)N1Cc1cccnc1	0	0	-1	12	0.1	1.1	-30	-4	-2
CCOc1ccc(C2NC(=S)NC3=C2CCc2ccccc23)cc1 (centres undefined)	23	-5	0	-3	-0.9	0.8	58	6	3
CC1CCCN(S(=O)(=O)c2ccc3c(c2)CCN3C(=O)C2CCC2)C1 (centres undefined)	-12	0	-2	-1	-1.6	-1.5	-23	2	0
CNC(=S)N(CCc1c(C)[nH]c2ccc(F)cc12)Cc1cccnc1	7	3	18	-2	-1.8	0.6	31	-12	2
Cc1ccc(Cn2nc(C)cc2C(=O)Nc2ccccc2Cl)cc1	1	0	18	1	-2.6	-1.4	38	-1	2
N#CC(c1ccccc1)N(CCCCl)C(=O)c1ccc(Br)cc1 (centres undefined)	36	2	-1	2	-3.7	-2.6	-2	-16	2
COc1cccc2sc(Nc3nc(C)c(C(C)=O)s3)nc12	24	0	-15	-2	-1.8	-2.4	-26	3	8
O=C(NC1CCCC1)c1ccc(CSc2nc3ccncc3n2Cc2ccc(F)cc2)cc1	16	1	-15	-2	-1.8	0.4	-11	-9	-11
O=C(c1cccc(N2C(=O)C3C4C=CC(C4)C3C2=O)c1)N1CCN(c2ccccc2F)CC1 (centres undefined)	22	0	7	2	-3.7	-1.9	44	2	3
Cc1nc2ccccc2c2oc(C(=O)Nc3ccc4c(c3)OCCO4)cc12	10	-19	-17	6	-2.8	2.5	7	3	-9
C=CCn1c(SCC(=O)c2c(N)n(C)c(=O)n(C)c2=O)nnc1-c1ccccc1F	37*	1	-1	1	1.0	-1.7	-4	1	-7
CCOC(=O)c1ccccc1N/C=C1\CCCCC1=O	-1	3	16	-1	-2.5	14*	8	-9	1
CC(=O)C1=C(O)C(=O)N(CCN(C)C)C1c1ccc(Cl)cc1 (centres undefined)	9	3	-4	x	-3.8	-5.1	22	-1	7
COc1ccc(-c2noc3c2-c2nc(-c4cccc(C)c4)sc2CC3)cc1	17	2	-11	4	1.5	2.6	-19	-7	3
